High-throughput results from PubChem.
TrxR1 substrate = substrates of rat thioredoxin reductase 1; purified TrxR1 substrate turnover, NADPH consumption readout; AID 588456; Potency, µM (highest dose often 114 µM), inactives show at the highest dose activity change, negative = substrate turnover; actives 0.01% (n = 390,000); further: potency means the concentration at half of the fitted maximal effect; on the % scale 0 is the no-effect control and ±100 the full control effect; nearly all actives have a fitted effect of over 50% in size
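Rat TrxR1, dispensed at 90 nM, was prereduced with 400 uM NADPH (final) for 5 min at ~22 deg C, then incubated with compound 15 min before 400 uM selenite. A first-read NADPH fluorescence drop versus no-compound background flagged substrates.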
D2 antagonist = antagonizes the human D2 dopamine receptor; P14416; HEK293 TREx D2 cells, calcium flux, dopamine EC80; inhibition, % at 10 µM; actives 2% (n = 340,000); AID 485344; in the data active means inhibition above about 30%; further: 0% is about no effect
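Tetracycline-induced HEK293 TREx cells expressing D2 receptor forced-coupled to calcium signalling, loaded with no-wash calcium dye. Compounds added and calcium flux read 180 s, then dopamine added at EC80 and read a further 180 s.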
TRHR PAM = TRH receptor (human) allosteric enhancement; TRHR cells, fluo-8 calcium fluorescence, EC20 TRH enhancement; P34981; actives 0.66% (n = 360,000); enhancement, % at 2 µM; in the data active means enhancement above about 30%; further: 0% is about no effect
Target sequence (P34981 whole entry, looked up): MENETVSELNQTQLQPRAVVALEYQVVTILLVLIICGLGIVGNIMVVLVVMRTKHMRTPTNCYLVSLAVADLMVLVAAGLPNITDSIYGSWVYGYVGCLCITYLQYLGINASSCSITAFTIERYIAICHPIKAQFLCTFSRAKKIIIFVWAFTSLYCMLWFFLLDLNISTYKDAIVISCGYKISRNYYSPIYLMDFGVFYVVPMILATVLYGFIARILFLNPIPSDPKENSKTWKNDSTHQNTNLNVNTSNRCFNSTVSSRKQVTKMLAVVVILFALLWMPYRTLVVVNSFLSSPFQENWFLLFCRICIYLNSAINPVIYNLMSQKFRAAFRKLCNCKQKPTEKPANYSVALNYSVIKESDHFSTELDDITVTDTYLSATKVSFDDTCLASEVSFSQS
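TRHR-expressing cells loaded with fluo-8 calcium dye were read kinetically (ex 480/em 530) during compound addition, then stimulated with an EC20 of TRH (10 nM final). Enhancement of the Gq-mediated intracellular calcium response was scored.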
rTrxR1 inhibitor = rat TrxR1 inhibition | O89049 | recombinant rTrxR1, NADPH fluorescence consumption, selenite substrate | Potency, µM (titrated, usually from 114 µM), for the others: at the top dose activity change, negative = inhibition, usual class: inhibitors | actives 1% (n = 390,000) | AID 588453; further: potency means the concentration at half of the fitted maximal effect; on the % scale 0 is the no-effect control and ±100 the full control effect; nearly all actives have a fitted effect of over 65% in size
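Rat TrxR1 (90 nM in the dispensed reagent) was pre-reduced with 400 uM NADPH for 5 min at room temperature, then incubated with compound for 15 min. After 400 uM selenite was added, NADPH fluorescence (Ex 340/Em 450 nm) was followed for 8 min.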
TRHR agonist = activates the human TRH receptor; P34981; TRHR cells, calcium flux fluo-8, FDSS agonist mode; activation, % at 2 µM; actives 0.18% (n = 360,000); AID 493084; in the data active means activation above about 30%; further: 0% is about no effect
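Read-out: compound-evoked intracellular calcium rise in TRHR cells, fluo-8 dye, kinetic FDSS fluorescence at 1 s/cycle following a 10-cycle baseline. Cells cultured overnight before dye loading (30 min–1.5 h, RT).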
PI4K2A block = PI4K2A (human) kinase inhibition | Q9BTU6 | purified PI4K2A, ADP-Glo luminescence, 1 h; active compounds read low | actives 0.13% (n = 420,000) | activity change, negative = inhibition, % at 76.9 µM; in the data active means activity change below about -50%; inconclusive means mostly about -30% to -49%;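 further: -100% = wells without enzyme as full effect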
Target sequence (Q9BTU6 whole entry, looked up): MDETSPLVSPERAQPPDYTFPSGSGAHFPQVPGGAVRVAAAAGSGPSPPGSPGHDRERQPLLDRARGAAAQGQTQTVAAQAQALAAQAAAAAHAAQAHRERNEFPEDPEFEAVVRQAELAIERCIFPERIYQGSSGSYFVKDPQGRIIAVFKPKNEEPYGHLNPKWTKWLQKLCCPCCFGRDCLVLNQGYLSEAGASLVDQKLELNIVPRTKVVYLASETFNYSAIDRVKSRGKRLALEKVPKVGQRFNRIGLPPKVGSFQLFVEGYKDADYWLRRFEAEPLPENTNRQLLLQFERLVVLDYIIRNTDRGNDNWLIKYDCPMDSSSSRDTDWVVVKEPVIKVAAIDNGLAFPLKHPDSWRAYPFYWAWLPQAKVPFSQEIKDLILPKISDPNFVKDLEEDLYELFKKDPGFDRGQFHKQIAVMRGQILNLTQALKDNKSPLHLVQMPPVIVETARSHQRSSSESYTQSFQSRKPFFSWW
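Compounds are screened against recombinant PI4K2A using PI as substrate and ATP, the latter dispensed at 300 microM. Reactions run one hour at ambient temperature before ADP-Glo detection; full inhibition defined by wells lacking enzyme.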
D2 ag = activates the human D2 dopamine receptor. P14416. HEK293 T-REx D2 cells, calcium flux agonist mode. activation, % at 2 µM. actives 0.53% (n = 340,000);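 active means activation over 3 SD above normal in the single-dose calcium agonist read, cut at about 30% in these data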; further: 0% is about no effect
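In this primary screen, compounds producing a positive calcium signal within 180 s of addition to tetracycline-induced, force-coupled HEK293 Trex D2 cells are flagged; cells are dye-loaded with a no-wash calcium kit beforehand.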
IDH1 R132H inh = inhibitors of human mutant IDH1 R132H | O75874 | Potency, µM (highest dose often 76.6 µM), inactives show top-dose activity change, negative = inhibition, actives largely listed as inhibitors | IDH1-R132H enzyme, NADPH consumption, diaphorase/resazurin fluorescence | actives 0.093% (n = 390,000); further: potency means the concentration at half of the fitted maximal effect; on the % scale 0 is the no-effect control and ±100 the full control effect; nearly all actives have a fitted effect of over 65% in size
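IDH1-R132H (0.5 ug/mL) preincubated 30 min with compound, then NADPH (0.016 mM) and alpha-KG (2 mM) added; 80 min at RT, pH 7.5. Remaining NADPH coupled via diaphorase/resazurin to fluorescence (540/590 nm); concentration-response curves normalized to no-enzyme control.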
USP1-UAF1 inh = blocks the human USP1/UAF1 deubiquitinase complex; Potency, µM (series often up to 57.1 µM), inactives show top-dose activity change, negative = inhibition, most hits filed as inhibitors; O94782; AID 743255; actives 0.23% (n = 390,000); recombinant USP1/UAF1, Ub-Rhodamine cleavage fluorescence; further: potency means the concentration at half of the fitted maximal effect; on the % scale 0 is the no-effect control and ±100 the full control effect; nearly all actives have a fitted effect of over 60% in size; inactives centre near -12
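High-throughput fluorogenic screen: 1nM USP1/UAF1 complex, Ub-Rho substrate 150nM final, 50mM HEPES pH 7.8 with 0.5mM EDTA, 0.1 mg/ml BSA, 1mM TCEP and 0.01% Tween-20.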
Starred values were filed as active, the others as inactive; ? = inconclusive; · = no result given; & = joins results of further samples; [ ] = another dose, or the depositor's remark. Unless noted, the call rests on the fitted dose curve; in most records, active means well fitted inhibition curve with a large enough effect; inconclusive means small, poorly fitted or top-dose-only effect; inactive means no such curve, though single readings can be large or run the other way.

Values run as follows: TrxR1 substrate, D2 antagonist, TRHR PAM, rTrxR1 inhibitor, TRHR agonist, PI4K2A block, D2 ag, IDH1 R132H inh, USP1-UAF1 inh
CCCNS(=O)(=O)c1cccc(C(=O)OCc2cc(=O)oc3cc(OC)ccc23)c1
 : 20%[57.1 µM], -1, -6, 1%[57.1 µM], -0.2, -13, -2.1, 0%, -16%
CCNC(=O)CCSc1nnc(-c2ccncc2)o1
 : -5%[57.1 µM], ·, -6, 6%[57.1 µM], 0.5, -2, ·, 5%, -14%
CCCc1ccc(S(=O)(=O)N2CCC(Oc3ccc(-n4cnnn4)cc3)CC2)cc1
 : -4%, ·, 3, 15%, 3.0, 4, 0.4, -9%, -15%
C/C(=N\NC(=O)c1ccc(Cn2cc(Br)cn2)o1)c1ccc(NC(=O)c2ccoc2C)cc1
 : -7%, 6, 61*, -11%, -0.4, -19, -0.5, -8%, -15%
Cc1ccccc1OCCn1c(C)nc2ccccc21
 : -2%, -8, -14, 7%, -1.8, 3, -2.6, -12%, -3%
O=C(Nc1ccc(-c2nc3ccccc3o2)cc1)c1ccc(N2CCOCC2)c([N+](=O)[O-])c1
 : 16%[57.1 µM], -14, -3, 24%[57.1 µM], 0.2, 5, 0.6, 5%, -11%
CCOc1ccc(C(=O)Nc2ccccc2OCc2cc(=O)n3ccccc3n2)cc1
 : -2%[57.1 µM], ·, 4, 9%[57.1 µM], 0.2, 1, 0.4, -13%, -19%
Cc1cccnc1NC(=O)CNC(=O)C12CC3CC(CC(C3)C1)C2
 : -7%, -3, 8, 4%, -0.1, -1, 0.1, 4%, -10%
CN(Cc1ccc(Cl)cc1Cl)C(=O)c1cc(=O)c2ccccc2o1
 : -2%, 14, 4, 17%, -0.3, 4, -0.4, 5%, -19%
O=C(Cc1cccc2ccccc12)NCCc1ccccc1
 : 7%[57.1 µM], -4, 20, 0%[57.1 µM], -0.4, -1, 0.7, 3%, -18%
Cc1ccc(Cl)cc1NC(=O)CCCn1c(=O)c2cccn2c2cccnc21
 : -8%, ·, 6, -9%, -0.1, -1, 0.0, -7%, -9%
CCN1C(=O)NC(c2cc(Br)ccc2OC)C(C(=O)OC)=C1C (configuration not stated)
 : -6%, 2, 3, 12%[57.1 µM], -1.1, 0, 0.3, -2%, -23%
COc1ccc(Cn2c(=O)oc3ccccc32)cc1F
 : 11%[57.1 µM], 1, -2, 14%[57.1 µM], 2.0, -5, -0.5, 1%, -19%
N#CCCN(C(=O)COC(=O)C1CCN(S(=O)(=O)c2ccc3c(c2)OCCO3)CC1)c1ccccc1
 : -15%, -1, -3, -14%, 0.0, 2, -0.4, -4%, -15%
CCc1ccc(CN2CCN(S(=O)(=O)Cc3ccccc3)CC2)cc1
 : -3%, -11, -12, 19%, -0.8, 5, 0.0, 11%, -7%
O=C1CSC(=S)N1/N=C/c1ccc(O)c([N+](=O)[O-])c1
 : -8%[57.1 µM], -8, 1, ?, 1.0, -62*, -1.0, 10%, ?
CCOCCCN1CC(=O)N2[C@@H](Cc3c([nH]c4ccccc34)C2(C)C)C1=O
 : 12%[57.1 µM], -11, 1, 5%, -1.7, 6, -1.9, 2%, -2%
c1ccc(OCCCCN2CCOCC2)cc1
 : 10%, 3, 1, 18%, 0.6, 1, 0.2, 0%, 0%
Cc1nc(C)c(C(=O)OCC(=O)NCc2ccccc2Cl)s1
 : 11%, ·, ·, 19%, ·, -1, ·, 6%, -8%
COc1ccc(-c2noc(CC(=O)Nc3ccc(F)cc3F)n2)cc1
 : -3%, ·, 6, 4%, 1.3, 1, 1.5, 12%, -11%
COc1ccc(-n2c(Cc3cccn3C)nnc2SCC(=O)N2CCCC2)cc1
 : 12%, 10, -2, 3%, 0.2, -6, 59*, 14%, -21%
CC12CCC(=O)N1C(C(=O)N1CCN(c3ccccc3)CC1)CS2 (configuration not stated)
 : 0%, 19, -11, 5%, -0.1, 1, 0.9, -2%, 1%
Cc1ccnc(NC(=S)NC(=O)c2cncc(Br)c2)c1
 : -4%, 17, -9, 5%, -0.5, 1, -0.2, 1%, -7%
CCOC(=O)C1=C(COC(=O)c2cccc(NC(C)=O)c2)NC(=O)NC1C (configuration not stated)
 : -4%, -15, -2, 10%, -0.7, 4, -0.5, 2%, -10%
Cc1ccc2occ(CN3CCN(c4ccccc4)CC3)c(=O)c2c1
 : 1%, 67*, 6, ?, -1.4, -2, 13, 1%, 8%
CC(C1CC1)N(Cc1ccccc1)C(=O)NC(=O)c1cccc(F)c1 (configuration not stated)
 : -1%, 14, -3, 9%, 0.4, 6, 1.2, 0%, -24%
CC1Cc2ccccc2N1C(=O)CSc1nc2ccccc2o1 (configuration not stated)
 : -2%, -5, -12, 0%, -0.2, 4, 0.8, -3%, -22%
C#CCOCCOCCOCCNc1nc(N2CCN(C(=O)CCCCCCCCCCNC(=O)[C@H](CCCCN)n3cc(CCCC(=O)O)nn3)CC2)nc(N2CCN(C(=O)CCCCCCCCCCNC(=O)[C@@H]([C@H](C)O)n3cc(C)nn3)CC2)n1
 : 3%, -7, -1, -1%, 0.3, -3, 0.1, 3%, ?
COc1ccc(CCNC(=O)NC23CC4CC(CC(C4)C2)C3)cc1OC
 : -9%[57.1 µM], 12, 0, 14%[57.1 µM], -0.4, 2, -0.2, 7%, -9%
CCOC(=O)c1c(C)[nH]c(C)c1C(=O)CSc1nc2ccccc2c(=O)n1-c1ccccc1C
 : -19%, 3, 1, -12%, 0.1, -2, 2.5, 1%, -3%

Some of the entries so far, bar-delimited:
molecule | TrxR1 substrate | D2 antagonist | TRHR PAM | rTrxR1 inhibitor | TRHR agonist | PI4K2A block | D2 ag | IDH1 R132H inh | USP1-UAF1 inh
Cc1cccnc1NC(=O)CNC(=O)C12CC3CC(CC(C3)C1)C2 | -7% | -3 | 8 | 4% | -0.1 | -1 | 0.1 | 4% | -10%
CN(Cc1ccc(Cl)cc1Cl)C(=O)c1cc(=O)c2ccccc2o1 | -2% | 14 | 4 | 17% | -0.3 | 4 | -0.4 | 5% | -19%
O=C(Cc1cccc2ccccc12)NCCc1ccccc1 | 7%[57.1 µM] | -4 | 20 | 0%[57.1 µM] | -0.4 | -1 | 0.7 | 3% | -18%
Cc1ccc(Cl)cc1NC(=O)CCCn1c(=O)c2cccn2c2cccnc21 | -8% | · | 6 | -9% | -0.1 | -1 | 0.0 | -7% | -9%
CCN1C(=O)NC(c2cc(Br)ccc2OC)C(C(=O)OC)=C1C (configuration not stated) | -6% | 2 | 3 | 12%[57.1 µM] | -1.1 | 0 | 0.3 | -2% | -23%
COc1ccc(Cn2c(=O)oc3ccccc32)cc1F | 11%[57.1 µM] | 1 | -2 | 14%[57.1 µM] | 2.0 | -5 | -0.5 | 1% | -19%
N#CCCN(C(=O)COC(=O)C1CCN(S(=O)(=O)c2ccc3c(c2)OCCO3)CC1)c1ccccc1 | -15% | -1 | -3 | -14% | 0.0 | 2 | -0.4 | -4% | -15%
CCc1ccc(CN2CCN(S(=O)(=O)Cc3ccccc3)CC2)cc1 | -3% | -11 | -12 | 19% | -0.8 | 5 | 0.0 | 11% | -7%

The results go on.
Values run as follows: TrxR1 substrate, D2 antagonist, TRHR PAM, rTrxR1 inhibitor, TRHR agonist, PI4K2A block, D2 ag, IDH1 R132H inh, USP1-UAF1 inh
CC(C)(C)n1nc2c(c1NC(=O)c1ccc(C(F)(F)F)cc1)CS(=O)(=O)C2
 : 1%, -6, -3, 13%, 0.5, 5, 0.5, 0%, -3%
CN(C(=O)c1ccc(Br)o1)C1(C)CCS(=O)(=O)C1 (configuration not stated)
 : -7%, -4, -6, 4%, 0.9, 5, 0.1, 13%, -18%
O=C1CCCN1C(=O)CSc1nnnn1-c1cccc(F)c1
 : 6%, ·, ·, 14%[57.1 µM], ·, 1, ·, 0%, -8%
COC(=O)c1ccccc1NC(=O)c1ccc(NC(=O)C2CCCO2)cc1 (configuration not stated)
 : 1%, -6, 5, 9%, 0.7, -11, 0.7, -4%, -2%
CCOC(=O)N1CCC(NC(=O)CCc2c(C)nc3c(c(C)nn3-c3ccccc3)c2C)CC1
 : -4%, ·, ·, 1%, ·, 4, ·, 0%, 5%
C=CCN1C(=O)C2C(C(=O)NC3CCCC3)C3(C)C=CC2(O3)C1C(=O)NC1CCCC1 (configuration not stated)
 : -2%[57.1 µM], 1, -8, 2%[57.1 µM], 0.5, -1, 0.1, -1%, 3%
CC(=O)c1c(COC(=O)c2ccc(Cl)cc2)nc2ccccc2[n+]1[O-]
 : 7%[11.4 µM], 9, -5, 9%[11.4 µM], -0.8, 6, 0.3, 3%, -4%
COc1cc(C(=O)NCCc2cn3ccccc3n2)cc(OC)c1OC
 : 9%[57.1 µM], -3, 30*, 7%[57.1 µM], -0.2, -8, -0.3, -12%, -10%
COc1cccc(CC(=O)NC2CCSc3ccccc32)c1 (configuration not stated)
 : 1%, -14, -9, 2%, -0.9, 4, -0.8, -4%, 1%
COc1ccccc1C1=NOC(C)(c2nnc(Cc3ccccc3)o2)C1 (configuration not stated)
 : -8%[57.1 µM], 0, 6, -1%[57.1 µM], 0.0, -1, 0.3, 0%, -29%
COc1ccc(Cn2ccnc2SCC(=O)Nc2nnc(C)s2)cc1
 : -3%, 4, 1&6, 11%, 0.2&0.1, 0&-4, 0.5&0.1, -8%&-18%, -18%&-14%
Cc1ccccc1N1C(=O)C(Oc2ccc(Cl)cc2)C1CNCC1CCCO1 (configuration not stated)
 : 0%, -10, -3, 12%, -0.3, -6, -0.4, 0%, -8%
c1ccc(Cc2nnc(SCc3nc(-c4cccs4)no3)n2-c2ccccc2)cc1
 : -3%, ·, 4, 25%, 1.4, -1, 2.1, -12%, -14%
O=C(Oc1ccc(OC(=O)c2ccco2)c(S(=O)(=O)c2ccc(Br)cc2)c1)c1ccco1
 : -1%, 7, 1, -4%, -0.6, 30, 0.2, 4%, -8%
